Keap1 Nrf2 FP = inhibitors of human Keap1-Nrf2 protein-protein interaction; 340,000 tested, 0.15% active; AID 504523; Keap1 Kelch-Nrf2 peptide fluorescence polarization, 1536-well; inhibition, % at 9.4 µM; Q14145; in the data active means inhibition above about 12%;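 further: human Keap1 Kelch domain with fluorescein labeled Nrf2 9mer peptide probe; 0% = neutral control wells and 100% = peptide positive control; higher means more block of Keap1 binding to Nrf2 peptide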
DAGLB inh = diacylglycerol lipase beta (human) inhibition | Q8NCG7 | HEK293T DAGLB membrane lysate, EnzChek fluorogenic substrate | inhibition, % at 5.17 µM | 340,000 tested, 0.059% active | AID 504411; in the data active means inhibition above about 34%;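 further: 0% = enzyme with vehicle and 100% = wells lacking enzyme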
V-ATPase pHluor = yeast V-ATPase proton transport regulation by pHLuorin | S. cerevisiae, pHLuorin cytosolic pH fluorescence | response, % at 10 µM | 350,000 tested, 0.37% active | AID 504577; in the data active means response mostly above about 7.3%, no sharp cut-off; inactive means mostly below about 5.4%; further: actives read high; inactives centre near 0; some compounds called inactive have numbers as strong as hits
Arr AP2 block = human beta-arrestin and AP2 interaction inhibition; FITC-arrestin peptide / GST-AP2 beads, flow cytometry; AP2 beta2 appendage carries R879A mutation; inhibition, % at 10 µM; 340,000 tested, 0.31% active; AID 504490;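 active means inhibition above a set limit, near 3 SD of compounds lacking own fluorescence, cut at about 54% in these data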;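 further: plate controls were DMSO wells for no effect and 5 µM unlabelled arrestin peptide for full effect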
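Measured by: flow cytometry, FL1 (488/535 nm); Material: AP2 appendage R879A on GSH beads; Evaluation: percent response; Timing: pre-incubation 12 min, peptide binding 1 h, room temperature; Also added: 50 nM FITC-arrestin peptide; Medium: PBS with 0.05% Tween 20 and 0.1% BSA.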
Cardiac RTF inh = cardiac RTF calcium desensitization | P19429+P45379 | IANBD-labeled cardiac RTF, Ca2+ fluorescence | inhibition, % at 7.15 µM | 340,000 tested, 0.12% active;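 active means inhibition above the mean inhibition of all tested compounds plus 3 SD, cut at about 17% in these data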;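 further: assay run at fixed EC70 calcium of 1.6 mM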
CAL PDZ FP-1 = human CAL PDZ-peptide interaction inhibition. 330,000 tested, 0.02% active. purified CAL PDZ, TMR-peptide fluorescence polarization, 1 h. inhibition, % at 20 µM. Q9HD26. AID 504414;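 active means highest replicate inhibition of at least 40%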;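 further: plate controls were DMSO neutral control wells for no effect and unlabeled competitor peptide control wells for full effect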
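Read-out basis: mP drop reported as inhibition | Assay system: Tagged CAL PDZ protein CerCALP, purified | Benchmarks: Unlabelled peptide for full inhibition, DMSO wells as neutral | Schedule: 1 h incubation at room temperature before polarization reading | Buffer or medium: Sodium phosphate/NaCl buffer pH 7.4 with TCEP, IgG, Thesit | Doses: Single point, 20 µM | Measured by: Fluorescence polarization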
NSD2 HMT inh = blocks human histone methyltransferase NSD2; inhibition, % at 12.5 µM; 310,000 tested, 0.54% active; O96028; NSD2 peptide methylation, AlphaScreen, 120 min; in the data active means inhibition above about 50%
Pemphigus Ab inh = inhibitors of pemphigus antibody binding to human desmoglein-3. 310,000 tested, 0.48% active. DSG3-coupled beads, scFv-anti-DSG3-GFP binding, flow cytometry; stronger effect = lower value. P32926. binding (percent of control), % at 10 µM;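 active means binding more than 3 SD below its plate's average and above zero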;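 further: hits lower antibody fragment binding to DSG3; some compounds called inactive have numbers as strong as hits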
Target sequence (P32926 whole entry, looked up, the tested form may be a part): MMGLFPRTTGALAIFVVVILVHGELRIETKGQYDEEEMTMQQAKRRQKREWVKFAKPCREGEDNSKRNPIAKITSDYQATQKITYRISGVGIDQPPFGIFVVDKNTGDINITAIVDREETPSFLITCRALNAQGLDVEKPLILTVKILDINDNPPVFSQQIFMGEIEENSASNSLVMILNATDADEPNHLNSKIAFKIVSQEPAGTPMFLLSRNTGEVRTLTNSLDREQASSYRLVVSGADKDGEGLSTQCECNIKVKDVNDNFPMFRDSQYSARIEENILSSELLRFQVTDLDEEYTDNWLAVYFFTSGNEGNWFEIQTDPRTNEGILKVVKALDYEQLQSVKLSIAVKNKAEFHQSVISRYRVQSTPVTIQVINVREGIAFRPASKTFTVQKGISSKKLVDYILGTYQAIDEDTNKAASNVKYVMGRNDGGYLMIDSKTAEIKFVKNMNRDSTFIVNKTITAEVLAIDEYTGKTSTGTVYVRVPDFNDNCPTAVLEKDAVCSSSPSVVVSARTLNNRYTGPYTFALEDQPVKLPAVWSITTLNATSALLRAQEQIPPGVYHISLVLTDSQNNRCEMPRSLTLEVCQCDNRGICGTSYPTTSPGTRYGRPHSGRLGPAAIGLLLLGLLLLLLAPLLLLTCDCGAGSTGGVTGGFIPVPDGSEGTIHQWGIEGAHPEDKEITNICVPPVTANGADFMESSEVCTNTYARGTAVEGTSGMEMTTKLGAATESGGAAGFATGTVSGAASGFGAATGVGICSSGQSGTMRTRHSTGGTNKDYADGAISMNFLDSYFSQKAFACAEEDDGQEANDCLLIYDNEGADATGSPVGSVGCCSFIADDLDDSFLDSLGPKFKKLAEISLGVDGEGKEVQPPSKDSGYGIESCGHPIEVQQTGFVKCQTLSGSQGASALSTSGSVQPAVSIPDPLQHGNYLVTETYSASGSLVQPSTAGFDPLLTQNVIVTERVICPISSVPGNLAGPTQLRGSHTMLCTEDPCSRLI
CAL PDZ FP-2 = blocks peptide binding to the human CAL PDZ domain. 300,000 tested, 0.92% active. inhibition, % at 24.9 µM. Q9HD26. AID 602252. purified CAL PDZ, TMR-peptide fluorescence polarization, 1 h;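 active means mean inhibition of at least 30% with at least half of replicates also reaching 30%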;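 further: 0% = DMSO neutral control and 100% = excess unlabeled competitor peptide PRC23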
LANA DNA inh = blocks KSHV LANA C-terminal domain binding to DNA | MBP-C-LANA/FAM-LBS DNA binding, fluorescence polarization | inhibition, % at 9 µM | 340,000 tested, 0.078% active;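 active means highest replicate inhibition at or above 60% at 9 µM, even if other replicates fall short; inactive means all replicates below 60% inhibition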;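 further: 0% = neutral control wells and 100% = 4 µM acridine orange control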
Active calls of the source: *; & = joins results of further samples.

CS/C(=N\S(=O)(=O)c1cccs1)Nc1ccc(Br)cc1F was read as Keap1 Nrf2 FP -1&-3, DAGLB inh 2&3, V-ATPase pHluor 2&-3, Arr AP2 block 15&8, Cardiac RTF inh 7&5, CAL PDZ FP-1 -1.1&-0.5, NSD2 HMT inh 1&-1, Pemphigus Ab inh 130&102, CAL PDZ FP-2 -3&2 and LANA DNA inh 0.1&0.0.
For O=C(CCC(=O)OCc1ccc(C(=O)Oc2ccc(Cl)cc2)cc1)Nc1ccccc1 the results were Keap1 Nrf2 FP 5, DAGLB inh -5, V-ATPase pHluor -6, Arr AP2 block 3, Cardiac RTF inh 7, CAL PDZ FP-1 -0.5, NSD2 HMT inh -3, Pemphigus Ab inh 85, CAL PDZ FP-2 -3 and LANA DNA inh 0.8.
`O=C(CCN1C(=O)C2C3C=CC(C3)C2C1=O)Nc1ccccc1` (stereo not given) gave Keap1 Nrf2 FP -4, DAGLB inh -1, V-ATPase pHluor 2, Arr AP2 block -4, Cardiac RTF inh -7, CAL PDZ FP-1 -3.0, NSD2 HMT inh -2, Pemphigus Ab inh 93, CAL PDZ FP-2 -3 and LANA DNA inh 1.1.
`CCOC(=O)CSc1n[nH]c(NS(=O)(=O)c2ccccc2C(F)(F)F)n1` gave Keap1 Nrf2 FP -2, DAGLB inh -3, V-ATPase pHluor 2, Arr AP2 block -6, Cardiac RTF inh 2, CAL PDZ FP-1 -0.7, NSD2 HMT inh 2, Pemphigus Ab inh 124, CAL PDZ FP-2 -1 and LANA DNA inh -0.5.
COc1ccc(OC)c(NC(=O)C2CCC(CNc3c(N4CCOCC4)c(=O)c3=O)CC2)c1 (stereo not given) was read as Keap1 Nrf2 FP -3, DAGLB inh -2, V-ATPase pHluor 6, Arr AP2 block 18, Cardiac RTF inh -14, CAL PDZ FP-1 -3.0, NSD2 HMT inh -1, Pemphigus Ab inh 97, CAL PDZ FP-2 5 and LANA DNA inh 2.1.
`COc1cccc(-c2nn(C)c3sc(C(=O)N4CCOCC4)cc23)c1` gave Keap1 Nrf2 FP -2, DAGLB inh -5, V-ATPase pHluor -2, Arr AP2 block 13, Cardiac RTF inh -1, CAL PDZ FP-1 -1.6, Pemphigus Ab inh 100 and LANA DNA inh 0.5.
`CC(=O)c1cnc2c(-c3ccc(Cl)cc3)cnn2c1C` gave Keap1 Nrf2 FP 6, DAGLB inh -4, V-ATPase pHluor -8, Arr AP2 block -3, Cardiac RTF inh -12, CAL PDZ FP-1 -0.4, NSD2 HMT inh 0, Pemphigus Ab inh 104, CAL PDZ FP-2 -3 and LANA DNA inh -5.2.
COc1ccc(N2CCN(C(=O)COC(=O)/C=C/c3ccc(C(F)(F)F)cc3)CC2)cc1 was read as Keap1 Nrf2 FP -3, DAGLB inh 1, V-ATPase pHluor -1, Arr AP2 block 52, Cardiac RTF inh -7, CAL PDZ FP-1 -2.2, NSD2 HMT inh 4, Pemphigus Ab inh 95, CAL PDZ FP-2 0 and LANA DNA inh -5.8.
For CCCCC(=O)Nc1ccc(Cl)cc1F the results were DAGLB inh -10, V-ATPase pHluor 1, NSD2 HMT inh -1 and Pemphigus Ab inh 102.
`COc1cccc(C(=O)N(Cc2ccc(N(C)C)cc2)C2CCS(=O)(=O)C2)c1` (stereo not given) gave Keap1 Nrf2 FP 3, DAGLB inh 1, V-ATPase pHluor -2, Arr AP2 block 5, Cardiac RTF inh -3, NSD2 HMT inh 0, Pemphigus Ab inh 103, CAL PDZ FP-2 -6 and LANA DNA inh -0.7.
For CC(C)CNC(=O)C1(N2C(=O)c3ccccc3C2=O)CCCC1 the results were Keap1 Nrf2 FP -5, DAGLB inh -1, V-ATPase pHluor 3, Arr AP2 block 27, Cardiac RTF inh 3, CAL PDZ FP-1 -0.8, NSD2 HMT inh -2, Pemphigus Ab inh 94, CAL PDZ FP-2 -4 and LANA DNA inh -1.0.
Screening CC(=O)c1ccc(NC(=O)c2ccc(-n3cnnn3)cc2)cc1 returned Keap1 Nrf2 FP 7, DAGLB inh -2, V-ATPase pHluor -3, Arr AP2 block 19, Cardiac RTF inh -2, CAL PDZ FP-1 -2.8, NSD2 HMT inh -1, Pemphigus Ab inh 99, CAL PDZ FP-2 -1 and LANA DNA inh 1.6.
c1ccn(-c2ccc(N3CCOCC3)cc2)c1 was read as Keap1 Nrf2 FP 1, DAGLB inh -3, V-ATPase pHluor 2, Arr AP2 block 3, Cardiac RTF inh -6, CAL PDZ FP-1 -2.0, NSD2 HMT inh 2, Pemphigus Ab inh 106, CAL PDZ FP-2 1 and LANA DNA inh -0.6.
`O=C(O)C1CCC(=O)N(C2CC2)C1c1ccccc1` (stereo not given) gave Keap1 Nrf2 FP 2, DAGLB inh -3, V-ATPase pHluor -5, Arr AP2 block 26, Cardiac RTF inh -15, CAL PDZ FP-1 -0.2, NSD2 HMT inh -2, CAL PDZ FP-2 -8 and LANA DNA inh -1.9.
CCCn1nnnc1NCc1c(Cl)cccc1Cl was read as Keap1 Nrf2 FP 1, DAGLB inh 0, V-ATPase pHluor -1, Arr AP2 block -1, Cardiac RTF inh -5, CAL PDZ FP-1 -0.4, NSD2 HMT inh -3, Pemphigus Ab inh 103, CAL PDZ FP-2 -2 and LANA DNA inh 2.5.
Screening Cc1ccc(S(=O)(=O)N2CCN(C(=O)COC(=O)CNC(=O)c3ccccc3)CC2)c(C)c1 returned Keap1 Nrf2 FP -2, DAGLB inh 1, V-ATPase pHluor 0, Arr AP2 block -1, Cardiac RTF inh -20, CAL PDZ FP-1 -2.6, NSD2 HMT inh 1, Pemphigus Ab inh 99, CAL PDZ FP-2 -3 and LANA DNA inh 0.0.
O=C(CN1C(=O)NC2(CCCCCCC2)C1=O)Nc1ccc(Cl)cc1 was read as Keap1 Nrf2 FP 1, DAGLB inh 1, V-ATPase pHluor 9, Arr AP2 block 24, Cardiac RTF inh -7, CAL PDZ FP-1 0.3, NSD2 HMT inh -2, Pemphigus Ab inh 100, CAL PDZ FP-2 -5 and LANA DNA inh 0.7.
CC(=O)n1c2ccccc2c2ccccc21 was read as Keap1 Nrf2 FP -1, DAGLB inh -3, V-ATPase pHluor 6, Arr AP2 block 36, Cardiac RTF inh -1, CAL PDZ FP-1 -0.5, NSD2 HMT inh -4, Pemphigus Ab inh 99, CAL PDZ FP-2 -5 and LANA DNA inh 2.6.
Cc1cccc(C(=O)Nc2cc(=O)n(C)c(=O)n2C)c1 was read as Keap1 Nrf2 FP -3, DAGLB inh 1, V-ATPase pHluor 0, Arr AP2 block 6, Cardiac RTF inh -6, CAL PDZ FP-1 -0.3, Pemphigus Ab inh 89 and LANA DNA inh 1.0.
For O=C(NCCc1ccc(F)cc1)c1ccncc1 the results were Keap1 Nrf2 FP 1, DAGLB inh -4, V-ATPase pHluor -2, Arr AP2 block 5, Cardiac RTF inh 0, CAL PDZ FP-1 -2.2, NSD2 HMT inh 5, CAL PDZ FP-2 3 and LANA DNA inh -1.0.
COc1cc(/C=C2\SC(N)=NC2=O)ccc1O was read as Keap1 Nrf2 FP -3, DAGLB inh 1, V-ATPase pHluor 1, Arr AP2 block 6, Cardiac RTF inh -11, CAL PDZ FP-1 -0.1, NSD2 HMT inh 3, Pemphigus Ab inh 115, CAL PDZ FP-2 5 and LANA DNA inh -1.0.
`CO/N=C/NC(=O)NOCc1c(Cl)cccc1Cl` gave Keap1 Nrf2 FP -3, DAGLB inh 2, V-ATPase pHluor 3, Arr AP2 block -3, Cardiac RTF inh -9, CAL PDZ FP-1 -0.2, NSD2 HMT inh 1, Pemphigus Ab inh 103, CAL PDZ FP-2 -3 and LANA DNA inh -0.5.
For Cc1nc(C(F)(F)F)c(C(=O)N/N=C(\N)c2ccccn2)s1 the results were Keap1 Nrf2 FP 4, DAGLB inh 1, V-ATPase pHluor -1, Arr AP2 block -8, Cardiac RTF inh -10, CAL PDZ FP-1 -0.6, NSD2 HMT inh 1, Pemphigus Ab inh 109, CAL PDZ FP-2 5 and LANA DNA inh 0.2.
CCOC(=O)c1sc(N2N=C(C)/C(=C\c3ccc(OCC(=O)OC)cc3)C2=O)nc1C was read as Keap1 Nrf2 FP -4, DAGLB inh 15, V-ATPase pHluor -3, Arr AP2 block -1, Cardiac RTF inh 0, CAL PDZ FP-1 -1.2, NSD2 HMT inh 14, Pemphigus Ab inh 110, CAL PDZ FP-2 -1 and LANA DNA inh -1.5.
`Cc1ccc(N=c2sc(C)c(C)n2C)cc1` gave Keap1 Nrf2 FP -8, DAGLB inh 1, V-ATPase pHluor 3, Arr AP2 block -27, Cardiac RTF inh -4, CAL PDZ FP-1 -1.5, NSD2 HMT inh 2, Pemphigus Ab inh 113, CAL PDZ FP-2 0 and LANA DNA inh 0.2.
COc1ccnc(N=CNOCc2cccc(C(F)(F)F)c2)c1C#N was read as Keap1 Nrf2 FP -1, DAGLB inh -13, V-ATPase pHluor 19, Arr AP2 block 27, Cardiac RTF inh 0, NSD2 HMT inh -1, Pemphigus Ab inh 100, CAL PDZ FP-2 -1 and LANA DNA inh -0.2.
`COc1ccccc1NC(=O)C1CCN(S(C)(=O)=O)CC1` gave Keap1 Nrf2 FP -2, DAGLB inh -5, V-ATPase pHluor -3, Arr AP2 block 11, Cardiac RTF inh -2, CAL PDZ FP-1 0.4, NSD2 HMT inh 0, Pemphigus Ab inh 92 and LANA DNA inh 1.5.
COc1ccc(CCNC(=O)COC(=O)c2cncc(Br)c2)cc1OC was read as Keap1 Nrf2 FP -3, DAGLB inh 0, V-ATPase pHluor -1, Arr AP2 block -1, Cardiac RTF inh -5, CAL PDZ FP-1 -0.2, NSD2 HMT inh -2, CAL PDZ FP-2 1 and LANA DNA inh 6.5.
Screening O=C(Nc1cccc2nsnc12)c1ccc(-c2cccc(Cl)c2)o1 returned Keap1 Nrf2 FP 3, DAGLB inh -8, V-ATPase pHluor -4, Arr AP2 block 28, Cardiac RTF inh -5, CAL PDZ FP-1 -0.2, NSD2 HMT inh 7, Pemphigus Ab inh 96, CAL PDZ FP-2 -4 and LANA DNA inh -1.2.
Screening CCN1CCN(CC(=O)Nc2ccc3c(c2)OCO3)C(=O)C1=O returned Keap1 Nrf2 FP -2, DAGLB inh 1, V-ATPase pHluor 1, Arr AP2 block 3, Cardiac RTF inh 1, CAL PDZ FP-1 0.6, Pemphigus Ab inh 102, CAL PDZ FP-2 -7 and LANA DNA inh -0.9.

The list is partial, so the mix of outcomes need not match the whole.
